Assay outcomes from PubChem.
G6PDH counter: L. mesenteroides G6PDH inhibition counter-screen | Purified L. mesenteroides G6PDH, diaphorase/resazurin coupled fluorescence, 45 min | inhibition, % at 5 µM | actives 0.12% (n = 200,000); in the data active = inhibition above about 50%
STAT1 activator: activators of IFN-gamma induced STAT1 signaling; actives 2.6% (n = 200,000); AID 932; activation (% of control), % at 5.5 µM; NIH 3T3 STAT1-luciferase reporter, luminescence; 100% = IFN-gamma alone, no compound;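 active = activation above the screen-wide mean activation plus 3 SD, cut at about 130% in these data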;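 also: raw ratio to IFN-gamma control signal so 100% means no change and 0% no light; values of inactives mirror those of a sister screen read the other way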
Diaph inh CS: counter-screen for diaphorase-based assays: diaphorase inhibitors and chemical oxidizers. actives 0.69% (n = 190,000). inhibition, % at 20 µM. diaphorase resazurin-to-resorufin fluorescence, NADH, 16 min; bacterial (C. kluyveri) enzyme, not human;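 active = primary screen inhibition at 20 µM above a set limit, cut at about 50% in these data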;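 also: plate controls were DMSO with full reaction for no effect and wells lacking NADH for full effect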
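Assay system – diaphorase enzyme from Clostridium kluyveri · Amount – diaphorase 0.14 U/mL (working solution) · Times – reaction incubation of 16 min at room temperature · Controls – No-NADH positive control and DMSO neutral control · Signal – resorufin fluorescence 544/590 nm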
TLR4-MyD88 BLA: blocks binding of human TLR4 to MyD88 | O00206+Q99836 | HeLa CL3-4 TLR4/MyD88 BLA complementation, FRET ratio | inhibition, % at 8.4 µM | actives 0.18% (n = 200,000) | AID 861; in the data active = inhibition above about 25%;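 also: 0% = vehicle and 100% = reference inhibitor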
Target sequence (O00206 whole entry, looked up): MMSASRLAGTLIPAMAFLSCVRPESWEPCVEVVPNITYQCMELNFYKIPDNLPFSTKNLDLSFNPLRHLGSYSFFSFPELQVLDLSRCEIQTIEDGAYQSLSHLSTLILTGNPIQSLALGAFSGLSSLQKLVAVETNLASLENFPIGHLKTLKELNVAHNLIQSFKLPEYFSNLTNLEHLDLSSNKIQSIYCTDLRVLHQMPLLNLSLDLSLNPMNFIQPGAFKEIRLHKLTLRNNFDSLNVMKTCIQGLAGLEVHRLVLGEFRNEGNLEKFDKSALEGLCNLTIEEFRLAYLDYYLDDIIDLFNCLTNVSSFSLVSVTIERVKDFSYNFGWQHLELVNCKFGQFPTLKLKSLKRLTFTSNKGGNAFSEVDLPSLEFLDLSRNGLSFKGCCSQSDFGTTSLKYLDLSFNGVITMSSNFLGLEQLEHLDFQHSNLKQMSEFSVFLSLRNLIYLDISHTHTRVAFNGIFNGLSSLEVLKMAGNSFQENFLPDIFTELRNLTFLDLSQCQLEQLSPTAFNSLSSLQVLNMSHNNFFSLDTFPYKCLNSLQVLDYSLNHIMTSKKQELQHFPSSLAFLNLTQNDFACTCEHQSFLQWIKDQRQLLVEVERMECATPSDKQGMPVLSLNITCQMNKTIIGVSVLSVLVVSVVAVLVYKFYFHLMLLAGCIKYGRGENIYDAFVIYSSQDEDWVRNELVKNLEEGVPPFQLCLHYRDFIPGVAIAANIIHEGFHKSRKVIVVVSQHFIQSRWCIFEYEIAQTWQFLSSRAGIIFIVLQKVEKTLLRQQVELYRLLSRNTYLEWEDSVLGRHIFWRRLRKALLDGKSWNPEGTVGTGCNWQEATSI
Target sequence (Q99836 whole entry, looked up): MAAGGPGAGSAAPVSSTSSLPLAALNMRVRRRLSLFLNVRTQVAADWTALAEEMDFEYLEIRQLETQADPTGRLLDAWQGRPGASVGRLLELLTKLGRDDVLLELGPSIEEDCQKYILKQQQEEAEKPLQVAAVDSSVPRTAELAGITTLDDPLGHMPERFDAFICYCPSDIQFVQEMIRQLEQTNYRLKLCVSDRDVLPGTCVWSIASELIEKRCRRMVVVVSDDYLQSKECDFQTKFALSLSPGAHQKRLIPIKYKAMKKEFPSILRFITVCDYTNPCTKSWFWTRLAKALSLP
STAT1 inh: reduces IFN-gamma driven STAT1 reporter signal; NIH 3T3 STAT1-luciferase reporter, luminescence; inhibition, % at 5.5 µM; actives 0.35% (n = 200,000);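 active = inhibition above a set limit, the mean inhibition across all tested compounds plus 3 SD, cut at about 34% in these data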;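 also: 0% = IFN-gamma with DMSO and 100% = IFN-gamma with 300 µM nifuroxazide; values of inactives mirror those of a sister screen read the other way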
STAT3 act: STAT3 signaling activation. U3A cells, IL-6 STAT3-luciferase reporter, luminescence; 100% = signal with IL-6 EC80 alone. activation (% of control), % at 5.6 µM. actives 0.91% (n = 190,000). AID 871;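 active = activation above the screen-wide mean of compound activation plus 3 SD, cut at about 130% in these data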;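 also: 0% = background luminescence of wells with medium and substrate only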
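Test system: human U3A cells carrying STAT3-luciferase construct; control set: IL-6-only wells as 100% reference; timing: compound pre-incubation 1 h before IL-6, then 6 h stimulation at 37 °C; also added: IL-6 stimulus at 33 ng/mL final; evaluation: % activation versus median of IL-6-stimulated wells; detection: reporter luminescence signal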
Diaph act CS: diaphorase activation or chemical reduction counter-screen. Diaphorase/resazurin coupled assay, resorufin fluorescence, 16 min; stronger effect = higher value; 1 = vehicle wells, 0 = NADH-free wells. actives 0.005% (n = 190,000). activation factor at 20 µM;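 active = diaphorase activity raised at least twofold by the compound at 20 µM; inactive = activation factor below 2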
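Assay system: bacterial diaphorase enzyme (C. kluyveri) / Input: enzyme 0.07 U/mL final / Medium: 50 mM HEPES pH 7.4 with 4.542 mM MgCl2, 0.005% Tween 20 / Doses: single compound dose of 20 µM, 1% DMSO final / Incubation: 16 min enzyme reaction, ambient temperature / Signal: fluorescence, excitation 544 nm and emission 590 nm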
APP 5UTR inh: APP translation inhibition; inhibition, % at 2 µM; actives 0.82% (n = 190,000); AID 1285; SH-SY5Y APP 5'UTR-luciferase reporter, luminescence;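 active = inhibition above a set limit, derived from the sample mean plus 3 SD, cut at about 45% in these data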; also: values of inactives mirror those of a sister screen read the other way
STAT3 blocker: inhibitors of IL-6 induced STAT3 signaling. U3A cells, IL-6 STAT3-luciferase reporter, luminescence; host cell line lacks STAT1. inhibition, % at 5.5 µM. actives 0.89% (n = 190,000);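 active = inhibition above the mean inhibition across all screened compounds plus 3 SD, cut at about 44% in these data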;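 also: 0% = DMSO only wells and 100% = 100 µM nifuroxazide control wells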
Hsp70 activator: Hsp70 transcriptional activation, primary screen; activation, % at 10 µM; HeLa Hsp70 promoter luciferase reporter, luminescence; scaled: vehicle 0, proteasome-inhibitor control 100%; actives 0.04% (n = 200,000);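 active = activation above the mean across all tested compounds plus 3 SD, cutoff set per campaign, cut at about 5.5% in these data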;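 also: 100% = MG132 at 30 µM as the positive control and 0% = DMSO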
The depositor's hits bear a star. The order is random; overall some 6.1% were active at least once.

SMILES | G6PDH counter | STAT1 activator | Diaph inh CS | TLR4-MyD88 BLA | STAT1 inh | STAT3 act | Diaph act CS | APP 5UTR inh | STAT3 blocker | Hsp70 activator
O=C(COC(=O)c1ccncc1)NCCCc1ccccc1 | 4.8 | 101.7 | -8.5 | -18.8 | -3.4 | 111.0 | 1.1 | -6.4 | -11.4 | -0.2
CCCCn1nnc(NC(=O)c2ccc(-c3ccccc3[N+](=O)[O-])o2)n1 | -8.4 | 121.0 | 24.9 | -17.8 | -22.5 | 105.9 | 0.8 | -23.9 | 3.0 | 0.1
Cn1nnnc1SCC(=O)Nc1ccccc1N1CCCCC1 | 0.1 | 93.4 | 3.8 | -1.0 | 7.1 | 102.6 | 1 | 0.3 | -1.1 | -0.2
Cc1c(C(=O)O)cccc1-n1c(C)cc(/C=N/NC(=O)c2cc3ccccc3o2)c1C | -4.3 | 97.7 | 15.0 | -10.5 | 2.6 | 94.9 | 0.8 | -6.1 | 8.2 | -0.2
Cc1ccccc1C(=O)NNc1ncnc2c1cnn2C | 1.2 | 105.5 | 14.9 | 4.1 | -6.2 | 101.8 | 0.9 | 4.8 | 5.6 | -0.2
COc1ccc(CC(=O)NNC(=O)c2cnccn2)cc1 | 8.5 | 95.5 | 25.5 | -5.3 | 5.0 | 102.6 | 0.7 | 8.6 | -0.4 | -0.2
CCOC(=O)C(C)Oc1cc(Cl)c(C=O)cc1OC (configuration not stated) | 2.4 | 96.5 | -0.5 | -0.2 | 2.9 | 108.7 | 1 | -0.8 | -2.2 | -0.1
Cc1cc(NS(=O)(=O)c2ccc(NC(=O)c3cc(-c4ccccc4Cl)nc4ccccc34)cc2)no1 | 11.8 | 103.1 | 26.7 | -2.2 | -3.5 | 104.0 | 0.7 | 22.4 | -2.3 | 0.1
COc1ccc(-c2cc3nc(C)cc(NCCO)n3n2)cc1 | -3.5 | 105.3 | 3.3 | -2.7 | -5.8 | 76.2 | 1 | 3.2 | 29.4 | -0.2
O=C(CN1C(=O)COc2ccc(Cl)cc21)Nc1ccc2c(c1)OCCO2 | 4.1 | 101.8 | 13.6 | -4.0 | -1.9 | 97.9 | 0.9 | 30.8 | 5.2 | 0.0
c1ccc2c(C3=NNC(=NC4CCCCC4)SC3)c[nH]c2c1 | 12.7 | 97.5 | 11.8 | -4.8 | 2.9 | 114.1 | 0.9 | -14.9 | -16.8 | 0.0
O=C(NNc1nc(=O)c2cccnc2s1)c1ccccc1O | 20.8 | 92.2 | 47.6 | -6.5 | 7.3 | 91.3 | 0.5 | -4.8 | 12.1 | 0.1
NC(=O)c1cc2ccc(O)cc2oc1=Nc1ccccc1 | -1.7 | 130.5* | 10.6 | -36.4 | -34.0 | 84.8 | 0.9 | -2.1 | 23.8 | 0.3
Cc1ccc(C2Nc3ccccc3NC3=C2C(=O)OC(C)C3)cc1 (configuration not stated) | 1.5 | 105.8 | 16.4 | -10.2 | -6.5 | 100.5 | 0.8 | 4.2 | 2.0 | -0.3
CCOC(=O)c1c(C)[nH]c(C(=O)OCC(=O)Nc2cc(C)ccc2OC)c1C | 6.9 | 104.5 | 13.6 | 4.4 | -4.9 | 99.5 | 0.9 | -14.4 | 3.4 | -0.1
O=C(Cc1ccccc1)Nc1ccccc1CO | 2.2 | 89.3 | -1.6 | -0.1 | 11.7 | 96.9 | 1 | 2.1 | 7.7 | 0.0
N/C(=N\OC(=O)/C=C/c1ccc(Br)cc1)c1ccccn1 | 2.8 | 120.6 | -7.7 | -1.2 | -23.2 | 78.1 | 1.1 | -187.6 | 24.3 | -0.2
Cc1cnc(NC(=O)CSc2ncn(-c3ccccc3)n2)s1 | 2.1 | 105.1 | 6.0 | -2.1 | -5.6 | 100.6 | 0.9 | -7.2 | 2.7 | -0.1
COc1cc2c(cc1NC(=O)C(C)Sc1ccc(C)cc1)oc1ccccc12 (configuration not stated) | -0.4 | 97.4 | 75.9* | 4.8 | 2.9 | 90.5 | 0.2 | -0.6 | 16.4 | 0.0
O=C(COC(=O)C1(c2ccccc2)CC1)N1CCN(c2ccc(F)cc2)CC1 | 0.5 | 94.3 | 10.1 | 4.9 | 6.3 | 91.8 | 0.9 | -6.3 | 13.4 | -0.2
O=C(NCc1n[nH]c(=S)n1-c1ccc(Cl)c(Cl)c1)c1ccc(S(=O)(=O)N2CCOCC2)cc1 | 2.1 | 102.2 | 20.9 | -4.4 | -4.2 | 104.0 | 0.8 | 14.9 | 6.3 | -0.1
N#Cc1cc2c(nc1SCC(=O)Nc1sc3c(c1C#N)CCC3)CCCCCC2 | -4.7 | 112.8 | 21.6 | 6.8 | -12.7 | 98.7 | 0.8 | 13.5 | 2.7 | -0.4
COc1ccc2cc(CN(CCO)C(=O)c3ccccc3F)c(=O)[nH]c2c1 | -16.5 | 104.0 | 5.7 | -1.5 | -4.4 | 98.3 | 0.9 | 6.5 | 4.8 | -0.2
CCNC(=O)c1cc(S(=O)(=O)N(C)C)c(Cl)cc1Cl | 9.4 | 92.4 | 12.6 | 3.2 | 6.2 | 101.7 | 0.9 | -4.5 | 5.2 | -0.1
c1ccc(Cc2nnc(N3CCCCC3)c3ccccc23)cc1 | -6.8 | 93.4 | 5.8 | 4.1 | 6.6 | 101.3 | 0.9 | 2.3 | 0.6 | 0.1

The list goes on; it opens with the 3 that closed the last part.
SMILES | G6PDH counter | STAT1 activator | Diaph inh CS | TLR4-MyD88 BLA | STAT1 inh | STAT3 act | Diaph act CS | APP 5UTR inh | STAT3 blocker | Hsp70 activator
COc1ccc2cc(CN(CCO)C(=O)c3ccccc3F)c(=O)[nH]c2c1 | -16.5 | 104.0 | 5.7 | -1.5 | -4.4 | 98.3 | 0.9 | 6.5 | 4.8 | -0.2
CCNC(=O)c1cc(S(=O)(=O)N(C)C)c(Cl)cc1Cl | 9.4 | 92.4 | 12.6 | 3.2 | 6.2 | 101.7 | 0.9 | -4.5 | 5.2 | -0.1
c1ccc(Cc2nnc(N3CCCCC3)c3ccccc23)cc1 | -6.8 | 93.4 | 5.8 | 4.1 | 6.6 | 101.3 | 0.9 | 2.3 | 0.6 | 0.1
Cc1ccc(-c2nn(CC(=O)O)c(=O)c3ccccc23)cc1 | 0.4 | 95.6 | 10.5 | 3.5 | 4.8 | 101.5 | 0.9 | -8.9 | 2.0 | -0.1
Cc1[nH]n(-c2ccccc2)c(=O)c1S(=O)(=O)c1ccccc1 | 2.3 | 97.6 | 20.9 | -6.2 | 2.7 | 110.4 | 0.8 | -5.8 | -4.5 | -0.1
O=C1OCc2cccc3cccc1c23 | -0.3 | 97.1 | 1.9 | 12.5 | 3.2 | 95.4 | 1 | 28.8 | 9.9 | 0.2
Cc1cc(C)nc(SCc2nnc(SCC(=O)Nc3nc(-c4ccccc4)cs3)n2C)n1 | -1.5 | 95.5 | 16.7 | -2.8 | 6.9 | 99.1 | 0.8 | -9.6 | 4.1 | -0.3
CC(C)C(c1nnnn1Cc1ccc(F)cc1)N1CCN(C(=O)c2ccco2)CC1 (configuration not stated) | 2.6 | 94.7 | 26.1 | 11.1 | 5.8 | 105.0 | 0.7 | -7.9 | -1.3 | -0.1
CCCCOc1ccc(C(C)NC(=O)C2CCCN(S(=O)(=O)CC)C2)cc1 (configuration not stated) | 5.8 | 95.1 | 8.7 | 2.7 | 5.3 | 94.9 | 0.9 | 3.9 | 13.4 | -0.5
Cc1ccc(CN2CCNC(=O)C2CC(=O)NCC(F)(F)F)o1 (configuration not stated) | 2.9 | 99.2 | 5.3 | 2.1 | -1.1 | 100.3 | 0.9 | -2.6 | 2.0 | -0.2
CC(C)(C)c1ccc(C(=O)NCC(=O)OCC(=O)Nc2ccccc2[N+](=O)[O-])cc1 | 7.6 | 101.8 | 20.9 | 6.9 | -2.1 | 98.3 | 0.8 | -1.1 | 4.8 | -0.5
Cc1ccc(C2(CC(=O)N3CCCC3)CCOC(C(C)C)C2)cc1 (configuration not stated) | 1.7 | 97.4 | 5.1 | -6.6 | 2.8 | 103.8 | 0.9 | 1.0 | -4.4 | -0.4
CC1CCC(NC(=O)c2ccc(NC(=O)c3ccc(=O)[nH]c3)cc2)CC1 (configuration not stated) | 8.9 | 113.7 | -1.7 | -4.8 | -15.1 | 104.3 | 1 | 0.3 | -5.1 | 0.1
COc1ccc(Br)cc1CNC(=O)CCc1nc(-c2ccc(C)cc2)no1 | -20.7 | 108.8 | 12.4 | -6.3 | -9.5 | 104.5 | 0.9 | 0.6 | -1.2 | -0.3
Cc1ccc2[nH]c3c(c2c1)CCN1C(=O)OC(C)(C)C31C (configuration not stated) | 3.9 | 92.5 | 13.2 | 13.7 | 5.3 | 100.6 | 0.9 | 5.3 | 4.1 | -0.2
CCN=C(NC#N)SCc1c(F)cccc1Cl | 2.9 | 92.5 | 9.1 | -15.1 | 8.5 | 110.1 | 0.9 | -11.2 | -6.5 | -0.2
COc1cc(C(=O)CSc2nnc(-c3ccc(O)cc3)n2CC2CCCO2)ccc1NC(C)=O (configuration not stated) | -0.3 | 103.1 | 8.6 | 2.6 | -3.3 | 97.9 | 0.9 | 6.8 | 6.6 | -0.1
COc1ccc(CNC(=O)CSc2ncnc3ccccc23)cc1OC | 12.4 | 99.2 | 1.7 | 6.1 | 2.5 | 115.3 | 1 | -27.2 | -12.6 | 0.0
COC(=O)CSc1ncnc2c1cnn2Cc1ccccc1 | 8.6 | 97.8 | 8.0 | 7.0 | 2.4 | 98.4 | 0.9 | 4.3 | 7.2 | -0.1
O=C(OCC(=O)N1CCCCCC1)c1ccc(Cl)c(S(=O)(=O)N2CCCC2)c1 | 4.6 | 90.2 | -0.4 | -1.6 | 10.4 | 101.4 | 1 | -5.8 | 0.2 | -0.1
O=C(NC1CC(=O)c2sccc21)c1cccc(C(F)(F)F)c1 (configuration not stated) | 1.5 | 102.2 | -18.0 | 7.9 | -5.5 | 100.8 | 1.2 | 7.4 | 3.9 | -0.5
COc1cc(/C=C(\C#N)C(=O)NCC2CCCO2)c([N+](=O)[O-])cc1OC (configuration not stated) | 3.6 | 99.0 | 0.1 | -5.4 | 1.1 | 93.4 | 1 | -17.8 | 17.7 | -0.2
CCOC(=O)Cn1c(CN2CC(C)OC(C)C2)nc2c1c(=O)n(C)c(=O)n2C (configuration not stated) | 11.5 | 103.5 | -23.7 | 3.8 | -2.8 | 107.0 | 1.2 | 1.3 | -8.4 | -0.3
O=C1NCCN(Cc2c(F)cccc2Cl)C1CC(=O)N1CCCCO1 (configuration not stated) | 4.1 | 105.5 | -13.1 | -8.6 | -6.0 | 108.2 | 1.1 | -10.1 | -3.4 | -0.5
